# Screens from PubChem.
# M1 antagonist = antagonists of rat M1 muscarinic receptor. 3.4% of 64,000 active. Muscarinic acetylcholine receptor M1 (Rattus norvegicus), P08482. CHO-M1 cells, Fluo-4 calcium, ACh EC80 antagonist mode; hits give low values. B-score at 10 µM;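 active = calcium fluorescence response, raw or row-and-column corrected B-score, differing from the plate sample mean either way at a set confidence level, mostly lower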
# Ecoli tolC = growth inhibitors of E. coli tolC mutant, primary screen, strain BW25113 ΔtolC::kan, 384-well; OD615; growth inhibition, % at 10 µM (by protocol); 2.2% of 65,000 active;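 active = growth inhibition at or above a cutoff equal to the mean over every tested compound plus 3 SD, cut at about 60% in these data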;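 also: growth measured after 20 h incubation at 37 °C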
#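 System: E. coli ΔtolC::kan strain BW25113; Buffer or medium: LB broth supplemented with 50 µg/mL kanamycin; Compound: 10 µM final, single dose; Incubation: bacterial growth with compound for 20 h at 37 °C; Signal: A615 absorbance measurement; Evaluation: growth inhibition in percent.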
# Jurkat viability = cytotoxicity toward Jurkat T cells, primary screen, cytotoxicity control, cell-based, Jurkat E6.1, 60K MLSMR library | Jurkat E6.1 viability, ATP luminescence, 48 h | inhibition, % at 4 µM | 1.2% of 56,000 active;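 active = inhibition above the mean inhibition of all tested compounds plus 3 SD, cut at about 28% in these data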
# HEK293 NFkB inh = inhibitors of PMA/ionomycin-induced NF-kB reporter, primary screen, antigen receptor NF-kB inhibitor project, cell-based, HEK-293 luciferase reporter, luminescence; 0.21% of 62,000 active; inhibition, % at 3 µM; HEK-293 NF-kB luciferase reporter; AID 465, 2006;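 active = inhibition above the mean of all tested compounds plus 3 SD, cut at about 40% in these data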;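 also: 0% = stimulated DMSO wells and 100% = 10 µM reference inhibitor 5653914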
#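 Timing: 1 h pretreatment, 16 h stimulation, 37 °C; system: HEK-293 cells with stable firefly luciferase reporter driven by four HIV NF-kB elements; doses: 3 µM once, 0.30% DMSO; measured by: luciferase luminescence; control set: DMSO and 10 µM reference inhibitor; repeats: single test; reagent: PMA plus ionomycin mix as NF-kB-activating stimulus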
# M1 agonist = M1 muscarinic receptor agonists, primary screen, CHO-M1 cells, Fluo-4 calcium, agonist mode; Fluo-4 calcium fluorescence; hits give high values; B-score at 10 µM; 3% of 64,000 active; AID 626, 2007;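 active = fluorescence rise, raw or as B-score row- and column-corrected plate score, outside the 99.7% band of its plate's samples, either direction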
# NADH enzymes = inhibitors of PK/LDH coupling enzymes, profiling panel, artefact control, biochemical, MLSMR library | 0.02% of 65,000 active | coupled PK/LDH NADH assays, four targets | IC50, µM (top dose mostly 10 µM), for the others: at the top dose inhibition | AID 774, 2007;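 active = single-dose screening hits from any of four coupled enzyme assays that gave an IC50 when retested across doses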;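 also: the DPM-DC format reads NADH fluorescence rather than 340 nm absorbance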
# TNAP act DEA = human TNAP enzyme activators, primary screen, biochemical, luminescent, intermediate phosphate acceptor level; 64,000 tested, under 10 active; purified TNAP, CDP-star luminescence, 100 mM DEA, 30 min; hits give high values; scale: 0 levamisole-inhibited, 1 vehicle-only enzyme; AID 813, 2007; Alkaline phosphatase, tissue-nonspecific isozyme (Homo sapiens), P05186; activation factor at 20 µM;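 active = activation factor of at least 2 at 20 µM, relative to controls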
# D1 allo mod = D1 CRE-luciferase signal change, two-sided – cell-based, HEK293 D1, dopamine EC30, D1 allosteric modulator project, primary screen | D(1A) dopamine receptor (Homo sapiens), P21728 | dopamine EC30 potentiation; actives deviate in either direction | B-score at 10 µM | 5.9% of 58,000 active;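 active = luminescence count or its row- and column-corrected plate score outside the 99.7% band of the plate's sample wells, on either side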
# Target sequence (P21728 whole entry, looked up): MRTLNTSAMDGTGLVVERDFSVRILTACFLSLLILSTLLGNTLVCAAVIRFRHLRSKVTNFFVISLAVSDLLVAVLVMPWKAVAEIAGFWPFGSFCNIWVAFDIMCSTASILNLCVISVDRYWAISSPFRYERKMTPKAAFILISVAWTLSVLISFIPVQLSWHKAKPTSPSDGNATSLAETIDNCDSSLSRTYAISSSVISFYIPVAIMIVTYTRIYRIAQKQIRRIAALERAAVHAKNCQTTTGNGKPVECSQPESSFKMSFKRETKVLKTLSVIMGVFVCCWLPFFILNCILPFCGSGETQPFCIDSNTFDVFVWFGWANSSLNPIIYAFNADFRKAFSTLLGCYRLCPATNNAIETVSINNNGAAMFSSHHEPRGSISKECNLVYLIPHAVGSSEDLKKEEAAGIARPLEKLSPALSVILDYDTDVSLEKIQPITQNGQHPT
# SF-1 act = activators of human SF-1, primary screen, cell-based, CHO-K1, Gal4-SF-1 LBD, luciferase luminescence; 1.9% of 65,000 active; CHO-K1 Gal4-SF-1 LBD luciferase reporter; % increase over DMSO SF-1-specific signal; AID 522, 2006; activation, % at 10 µM; Steroidogenic factor 1 (Homo sapiens), Q13285;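 active = activation above the mean activation of all tested compounds plus 3 SD, cut at about 50% in these data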
# Target sequence (Q13285 whole entry, looked up, the tested form may be a part): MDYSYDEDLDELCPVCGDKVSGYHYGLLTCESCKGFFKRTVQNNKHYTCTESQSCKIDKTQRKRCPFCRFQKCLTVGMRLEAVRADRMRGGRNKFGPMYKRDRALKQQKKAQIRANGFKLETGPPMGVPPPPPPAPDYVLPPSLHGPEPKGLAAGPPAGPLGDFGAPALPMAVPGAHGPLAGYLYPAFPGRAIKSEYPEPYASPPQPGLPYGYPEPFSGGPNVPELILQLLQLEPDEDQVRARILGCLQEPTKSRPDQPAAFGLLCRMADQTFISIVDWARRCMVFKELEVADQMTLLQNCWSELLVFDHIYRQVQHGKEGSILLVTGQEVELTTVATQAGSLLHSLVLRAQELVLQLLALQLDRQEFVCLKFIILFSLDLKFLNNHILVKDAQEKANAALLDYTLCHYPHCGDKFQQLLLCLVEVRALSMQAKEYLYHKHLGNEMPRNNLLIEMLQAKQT
#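 Material: Gal4–SF-1 LBD one-hybrid luciferase reporter in CHO-K1 cells | Amount: 4,000 cells per well | Compound dosing: 10 µM single point, 1% DMSO | Schedule: 20 h compound treatment, 37 °C | Measured by: SteadyLite luciferase luminescence | Evaluation: Percent activation versus DMSO | Control set: DMSO-treated SF-1-transfected cells as negative, DMSO-treated mock-transfected cells lacking SF-1 as background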
# * hit, by the source's call; x = not tested or not shown; [ ] = another dose, or the depositor's remark.
item	compound	M1 antagonist	Ecoli tolC	Jurkat viability	HEK293 NFkB inh	M1 agonist	NADH enzymes	TNAP act DEA	D1 allo mod	SF-1 act
1	COc1ccc(C2c3c(oc4ccc(C)cc4c3=O)C(=O)N2c2cc(C)ccn2)cc1OC (configuration not stated)	0.74	18	-3	17	-0.14	5%	0.9	1.7	-17
2	CC(=O)Nc1ccc(NC(=O)C2CCCN(c3nnc(-n4cccc4)s3)C2)cc1 (configuration not stated)	0.45	-8	-1	22	-0.39	4%	0.9	-0.22	4
3	Cn1c(=O)c2cc(S(=O)(=O)NCCC(=O)NCc3ccccc3Cl)ccc2n(C)c1=O	0.22	-3	-4	13	0.032	6%	0.9	0.074	-1
4	Cc1ccccc1NC(=O)C(C#N)Cc1cccnc1 (configuration not stated)	-0.24	19	-1	13	0.61	6%	0.9	-0.021	-23
5	O=C(NCCOc1ccccc1)c1ncn[nH]1	-0.3	1	-4	3	0.55	5%	0.9	0.26	20
6	CCC(=O)Nc1c2c(nn1-c1ccc(C)cc1C)CSC2	0.59	-18	7	-6	-0.98	7%	0.9	-1.2	12
7	CC1=C(C(=O)N2CCCCC2)C(c2cccs2)C2=C(CCCC2=O)N1 (configuration not stated)	0.26	-2	-4	12	0.53	3%[fluoresces]	0.9	0.64	-3
8	CCOC(=O)c1c(-c2ccncc2)csc1N	0.098	11	-1	14	-0.11	0%	0.9	6.8*	-7
9	O=C(CSc1ccc2nnc(-c3ccncc3)n2n1)Nc1ccccc1F	-1.3	-6	-2	7	1.4	4%	1	0.12	7
10	O=C(Nc1ccc2c(c1)OCCO2)C1CCCN(S(=O)(=O)c2cccnc2)C1 (configuration not stated)	-0.45	2	-6	-5	-0.12	3%	1	-0.034	14
11	Cc1cc(C)n(-c2nc3ccccc3nc2N2CCN(S(=O)(=O)c3ccc(F)c(C)c3)CC2)n1	0.095	-11	-3	16	-1.4	10%	1	0.14	-9
12	CC(C)CC1(C(=O)O)NC(c2ccccc2O)C2C(=O)N(C(C)C)C(=O)C21 (configuration not stated)	0.48	-22	0	-4	0.62	1%	1	x	-10
13	CSc1nnc(-c2cccs2)n1-c1ccccc1	0.44	1	0	21	0.62	3%	1	3.7*	7
14	COc1ccc(OC)c(NC(=O)c2cn(C)c(=O)c3cc(OC)c(OC)cc23)c1	1.4	1	x	20	0.0063	2%	0.9	2.2	7
15	c1ccc(CNc2ncnc3c2ncn3C2CCCCO2)cc1 (configuration not stated)	0.074	-3	x	-14	0.3	7%	1	0.22	60*
16	c1c2c(cc3sc(N4CCCCC4)nc13)OCO2	0.38	13	11	-39	2	8%	0.9	-1.4	-8
17	COc1ccc(-n2nnc3c(=O)n(CC(=O)NCC4CCCO4)cnc32)cc1 (configuration not stated)	-0.06	-8	-15	11	-0.11	5%	0.9	x	-11
18	Cc1cccc2c1nc(-c1ccccc1)n1cnnc21	-0.12	9	-1	-4	0.37	1%	0.9	3.6	-9
19	CCCCN(C)C(=O)c1coc(=O)c2ccccc12	0.0044	-8	4	4	-0.23	2%	0.9	3.1*	0
20	Cc1c(OCC(=O)OC(C)C)ccc2c3c(c(=O)oc12)CCC3	1.2	20	-2	8	-0.085	6%	0.9	0.57	-8
21	CS(=O)(=O)c1ccc2nc(NC(=O)c3ccco3)sc2c1	-0.04	7	2	-31	-0.42	7%	0.9	x	74*
22	COC(=O)NCC12CC3CC(C1)CC(CNC(=O)OC)(C3)C2	-0.72	18	x	x	-0.98	0%	0.9	x	8
23	COc1ccc(-c2noc(CCC(N)=O)n2)cc1OC	2.3	-20	-9	3	0.0055	7%	0.9	3.6*	-4
24	CC(C(=O)NC1CCCC1)N(Cc1ccc2c(c1)OCO2)C(=O)c1snc(C(N)=O)c1N (configuration not stated)	0.56	2	10	11	0.74	8%	0.9	-0.065	-5
25	O=C(Cn1nnc(-c2ccccc2F)n1)Nc1cccc2ncccc12	-0.31	4	x	21	0.7	5%	1	x	-21
26	Cc1cc(C)c2nc(SCC(=O)N3CCCCC3)c(C#N)cc2c1	0.13	2	-11	12	-0.5	7%	0.9	0.43	-18
27	COCCNC(=O)CS(=O)Cc1nc(-c2ccc(OC)cc2)oc1C (configuration not stated)	0.2	-17	-9	10	-0.82	7%	0.9	-0.17	-13
28	CCOc1ccc(Nc2nc(Cc3nnc(SCC(=O)NCc4ccco4)n3CC)cs2)cc1	0.75	3	3	7	-0.62	3%	0.9	-1.8	0
29	Cc1cccc(-n2nnnc2SCC(=O)NCCN2C(=O)CSC2=O)c1	-0.25	-3	4	9	-0.39	5%	0.9	0.6	2
30	CC1CCCCN1CCNC(=O)Cn1nc(-c2ccccc2)ccc1=O (configuration not stated)	-0.52	-16	0	14	-0.29	6%	1	-1.2	-12

# Copied from above: entries 21 to 25
item	compound	M1 antagonist	Ecoli tolC	Jurkat viability	HEK293 NFkB inh	M1 agonist	NADH enzymes	TNAP act DEA	D1 allo mod	SF-1 act
21	CS(=O)(=O)c1ccc2nc(NC(=O)c3ccco3)sc2c1	-0.04	7	2	-31	-0.42	7%	0.9	x	74*
22	COC(=O)NCC12CC3CC(C1)CC(CNC(=O)OC)(C3)C2	-0.72	18	x	x	-0.98	0%	0.9	x	8
23	COc1ccc(-c2noc(CCC(N)=O)n2)cc1OC	2.3	-20	-9	3	0.0055	7%	0.9	3.6*	-4
24	CC(C(=O)NC1CCCC1)N(Cc1ccc2c(c1)OCO2)C(=O)c1snc(C(N)=O)c1N (configuration not stated)	0.56	2	10	11	0.74	8%	0.9	-0.065	-5
25	O=C(Cn1nnc(-c2ccccc2F)n1)Nc1cccc2ncccc12	-0.31	4	x	21	0.7	5%	1	x	-21

# (next part)
item	compound	M1 antagonist	Ecoli tolC	Jurkat viability	HEK293 NFkB inh	M1 agonist	NADH enzymes	TNAP act DEA	D1 allo mod	SF-1 act
31	CC(=O)NC(=S)c1c(N)n(Cc2ccccc2)c(=O)n(C)c1=O	0.46	16	x	9	0.81	4%	0.9	0.34	5
32	CCOC(=O)c1c(NC(=O)CCC(=O)NCc2ccco2)sc2c1CCCC2	0.95	10	1	6	0.47	3%	0.9	0.098	7
33	Cc1ccc2c(c1)-c1c(ssc1=S)C(C)(C)N2C(=O)CSc1nncn1C	-1	13	2	17	-0.51	1%	0.8	3.8*	-2
34	Cc1cc(C(=O)N2CCN(c3cccc(Cl)c3)CC2)c(C)o1	-2.5	10	75*	11	-0.74	0%	0.9	0.035	-4
35	COc1ccc(N(C(=O)c2cccc(OC)c2OC)C2C=CS(=O)(=O)C2)c(OC)c1 (configuration not stated)	0.34	-13	1	11	-0.4	8%	0.9	-0.16	3
36	O=C(Nc1ccc(S(=O)(=O)NCCc2ccccc2)cc1)c1ccco1	-0.6	10	7	21	-0.56	10%	0.9	-0.58	13
37	Clc1c(-c2nnc3n2CCC3)sc2ccccc12	-0.72	6	-3	12	-0.081	36%	0.9	-1.1	11
38	O=C(CCC1COc2ccccc2O1)NCc1ccco1 (configuration not stated)	x	6	-5	14	x	3%	1	x	-6
39	Cc1noc(C)c1S(=O)(=O)N1CCC(C(=O)N2CCC(N3CCCCC3)CC2)CC1	0.19	-19	-4	7	-0.16	2%	1	-0.39	0
40	Cc1ccc(Cl)cc1N1CCN(CC(=O)Nc2ccc3[nH]c(=O)[nH]c3c2)CC1	0.26	-5	8	14	-1.3	4%	0.9	1	0
41	CCOc1cc(S(=O)(=O)N2CCC(Cc3ccccc3)CC2)c(OCC)cc1-n1cnnn1	-0.11	-1	6	8	-0.43	2%	0.9	-0.74	-16
42	CCCn1c(SCC(=O)Nc2cccc(C(=O)OC)c2)nnc1-c1cccnc1	-0.33	-17	3	26	0.32	10%	0.9	0.017	-8
43	COc1ccc(-c2noc(CCC(=O)NCc3cc(Br)ccc3OC)n2)cc1	0.78	5	x	12	-0.36	1%	1	-0.36	-4
44	COc1ccc(NC(=O)CCc2ccccc2)cc1NC(=O)c1ccco1	0.58	-4	5	11	-0.76	5%	1	-0.16	-10
45	Cc1ccc(-n2c(CNc3ccc(F)cc3)nnc2SCC(=O)N2CCCC2)cc1	-0.43	3	0	6	-0.29	5%	0.9	x	4
46	CCOc1cc(CNCC2CCCO2)cc(Br)c1OCC(N)=O (configuration not stated)	-0.5	-14	-1	-7	0.37	6%	0.9	0.00044	-3
47	O=C(CSc1nnc(-c2cccnc2)o1)c1cc2ccccc2oc1=O	0.026	8	-4	7	0.55	4%	0.9	0.65	4
48	Cc1nn(C)c(C)c1S(=O)(=O)NC1CCCC1	0.4	-5	2	-6	-0.64	5%	0.9	0.29	4
49	CCCCNc1nc2ccccc2nc1NS(=O)(=O)c1cccs1	0.093	39	7	3	-0.1	1%	0.9	19*	5
50	Cc1onc(-c2ccncc2)c1C(=O)O	0.0076	-9	-4	18	-0.017	4%	0.8	-0.2	-21
51	COc1ccc(CN(C(=O)Cn2nnc3ccccc32)C(C(=O)NC(C)(C)C)c2ccco2)cc1 (configuration not stated)	0.24	-20	-1	12	-0.54	7%	1	0.92	13
52	O=C(NCCc1ccccc1)C1CCN(S(=O)(=O)N2CCCC2)CC1	0.28	-6	7	25	-0.17	4%	1	1.2	-8
53	Cc1cc(NCCN2CCOCC2)n2ncc(-c3ccccc3)c2n1	0.0091	14	-9	-26	0.92	6%	0.9	-0.62	91*
54	COc1ccc(NC(=O)CN2CCN(CC(=O)Nc3ccccc3F)CC2)c(OC)c1	-0.034	-8	4	0	0.27	2%	1.1	-0.082	11
55	COc1cccc(-c2nc(CS(=O)CC(=O)O)c(C)o2)c1 (configuration not stated)	0.19	0	-1	3	1.6	1%	0.9	-0.92	-6
56	CCOC(=O)c1ccc2nc(NC(=O)c3ccco3)sc2c1	-1.2	27	3	-58	-0.89	10%	x	-4.8*	14

# A different layout for two compounds above:
51. COc1ccc(CN(C(=O)Cn2nnc3ccccc32)C(C(=O)NC(C)(C)C)c2ccco2)cc1 (configuration not stated)
52. O=C(NCCc1ccccc1)C1CCN(S(=O)(=O)N2CCCC2)CC1

assay / compound	51	52
M1 antagonist	0.24	0.28
Ecoli tolC	-20	-6
Jurkat viability	-1	7
HEK293 NFkB inh	12	25
M1 agonist	-0.54	-0.17
NADH enzymes	7%	4%
TNAP act DEA	1	1
D1 allo mod	0.92	1.2
SF-1 act	13	-8
